# Tau fluor counter: counter-screen for tau fibril formation inhibitors. 280,000 tested, 0.93% active. Potency, µM (series often up to 57.7 µM), for inactives: at the top dose activity change, negative = decrease. tau K18 P301L Alexa594 fluorescence, heparin fibrillization; note: nearly all actives have a fitted effect of over 55% in size
#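 Human K18 P301L tau (15 uM unlabeled plus 0.24 uM Alexa 594-labeled, final) in 100 mM sodium acetate pH 7 was mixed with compound and 20 uM heparin and incubated 6 hr at 37 C.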
# TexasRed fluor: counter-screen for TRb-SRC2 inhibitors: fluorescence interference; TRb/SRC2 Texas Red total fluorescence interference; Potency, µM (doses to about 106 µM), for the others: at the top dose fluorescence change, negative = quenching; 280,000 tested, 0.29% active; AID 1479; active = well fitted curve in either direction with a large enough effect; inconclusive = small, poorly fitted or top-dose-only effect
#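 Human TRβ ligand-binding domain (0.6 uM) and Texas Red SRC2 peptide (20 nM) in Tris buffer with 1 uM T3 and 5% DMSO were incubated with pinned compound for 5 hr at ambient temperature. Total fluorescence was computed as S + 2P (555/632 nm).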
# Tau FP inhib: tau fibrillization inhibition (FP) | P10636 | K18 P301L tau heparin fibrillization, Alexa594 FP, 6 h | Potency, µM (series often up to 57.7 µM), for inactives: top-dose activity, negative = inhibition, hits mostly inhibitors | 280,000 tested, 0.39% active; note: nearly all actives have a fitted effect of over 55% in size
# Target sequence (P10636 561-689 P618L limits assumed): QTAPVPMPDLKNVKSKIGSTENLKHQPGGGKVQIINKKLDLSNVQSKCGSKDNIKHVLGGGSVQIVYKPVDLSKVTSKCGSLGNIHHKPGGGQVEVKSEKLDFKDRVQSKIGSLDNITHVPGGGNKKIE
#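 Read-out: fluorescence polarization of Alexa 594-labeled tau (0.24 uM), 555 nm excitation, 632 nm emission. Mixtures held 15 uM unlabeled K18 P301L, compound and 20 uM heparin, pH 7 acetate buffer, incubated 6 hr at 37 C.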
# TRb-SRC2 inh: TRbeta-SRC2 interaction inhibition; P10828; TRbeta-SRC2 peptide binding, fluorescence polarization; receptor liganded with 1 µM T3; Potency, µM (titrated, usually from 106 µM), for the others: at the top dose activity change, negative = inhibition, most hits filed as inhibitors; 280,000 tested, 0.065% active;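 note: plate controls were bound peptide for no effect and peptide without receptor for full effect; nearly all actives have a fitted effect of over 50% in size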
#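 Assay buffer: 20 mM Tris-HCl, 100 mM NaCl, 10% glycerol, 1 mM EDTA, 0.01% NP-40, 1 mM DTT, 1 uM T3, 5% DMSO; TRb LBD 0.6 uM, Texas Red SRC2 20 nM; FP after 5 hr.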
# ALDH1A1 inh: inhibitors of human aldehyde dehydrogenase 1A1 | Potency, µM (highest dose often 75.3 µM), inactives show at the top dose activity, negative = inhibition, usual class: inhibitors | 220,000 tested, 7.3% active | Purified ALDH1A1, NADH fluorescence, propionaldehyde substrate | AID 1030; active = well fitted inhibition curve with a large enough effect, not every such curve was filed as active; inconclusive = small, poorly fitted or top-dose-only effect, or another doubt; inactive = no such curve, though single readings can be large or run the other way;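 note: plate controls were no enzyme wells and a reference inhibitor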
# aGal spleen mod: inhibitors or activators of human alpha-galactosidase in spleen homogenate. Potency, µM (highest dose often 80 µM), inactives show top-dose activity change, negative = inhibition, usual class: inhibitors. 240,000 tested, 0.008% active. P06280. human spleen homogenate, 4MU-alpha-Gal fluorescence, 40 min. AID 2107;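 note: 0% = enzyme with vehicle and -100% = no enzyme basal signal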
#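 qHTS titration in buffer at pH 5.0. Alpha-galactosidase activity in spleen homogenate was measured via 4-methylumbelliferone release from 1 mM fluorogenic substrate after 40 min at 37C and a pH 10 stop. AC50 came from Hill fits of control-normalized data.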
# Tau fibril ThT: blocks human tau fibril formation measured by thioflavin T | 270,000 tested, 2.1% active | AID 1460 | recombinant tau K18 P301L, heparin-induced fibrillization, ThT fluorescence | P10636 | Potency, µM (titrated, usually from 57.4 µM), without a hit: top-dose activity, negative = inhibition, most hits filed as inhibitors; note: nearly all actives have a fitted effect of over 55% in size
#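 ThT emission at 510 nm, taken 1 hr after adding 30 uM dye, quantifies aggregates formed when 20 uM heparin acts on human tau K18 P301L for 6 hr at 37 C.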
# L3MBTL1 block: inhibitors of human L3MBTL1 | Q9Y468 | AlphaScreen L3MBTL1–H3K9me1 peptide binding | Potency, µM (highest dose often 57.1 µM), for the others: at the highest dose activity, negative = inhibition, actives largely listed as inhibitors | 230,000 tested, 0.66% active | AID 485360; note: nearly all actives have a fitted effect of over 60% in size
# Target sequence (Q9Y468 whole entry, looked up): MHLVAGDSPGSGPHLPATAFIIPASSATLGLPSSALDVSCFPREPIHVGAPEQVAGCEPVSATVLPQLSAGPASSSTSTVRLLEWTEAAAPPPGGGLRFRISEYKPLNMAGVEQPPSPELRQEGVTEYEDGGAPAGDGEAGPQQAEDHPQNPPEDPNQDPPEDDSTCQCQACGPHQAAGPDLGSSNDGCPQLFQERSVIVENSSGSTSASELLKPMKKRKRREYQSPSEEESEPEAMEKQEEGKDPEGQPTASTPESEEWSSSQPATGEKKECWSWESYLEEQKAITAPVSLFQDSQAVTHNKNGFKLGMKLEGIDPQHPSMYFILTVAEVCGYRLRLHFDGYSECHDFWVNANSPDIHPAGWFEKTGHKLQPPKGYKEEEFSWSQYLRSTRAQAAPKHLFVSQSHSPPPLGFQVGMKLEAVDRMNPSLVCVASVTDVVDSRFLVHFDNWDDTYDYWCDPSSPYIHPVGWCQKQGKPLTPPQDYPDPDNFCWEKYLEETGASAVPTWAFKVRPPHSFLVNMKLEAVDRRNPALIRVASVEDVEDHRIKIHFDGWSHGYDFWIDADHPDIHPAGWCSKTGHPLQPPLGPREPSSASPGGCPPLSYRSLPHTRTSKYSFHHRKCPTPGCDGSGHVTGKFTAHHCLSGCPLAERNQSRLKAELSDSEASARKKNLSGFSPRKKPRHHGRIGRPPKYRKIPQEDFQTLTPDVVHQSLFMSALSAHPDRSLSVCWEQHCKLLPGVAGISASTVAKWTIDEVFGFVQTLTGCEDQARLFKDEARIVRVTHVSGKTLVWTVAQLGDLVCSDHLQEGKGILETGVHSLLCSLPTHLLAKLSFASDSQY
#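 Displacement of a biotinylated histone H3(1-15) peptide monomethylated at Lys9 (75 nM) from L3MBTL1 (50 nM) was measured by AlphaScreen after a 30 min room-temperature compound incubation; cefsulodin titration served as intraplate control.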
# Numbers without * were called inactive; ? = inconclusive; nt = no result given; & = joins results of further samples; [ ] = dose if it differs, or a comment. Unless noted, calls come from the whole dose curve; as a rule, active = well fitted curve in the direction sought with a large enough effect; inconclusive = small, poorly fitted or top-dose-only effect, or another doubt; inactive = no such curve, though single readings can be large; an effect the other way counts as inactive or inconclusive. Unless noted, % is set by controls: 0 for no effect and ±100 for the full control effect; potency is the fitted concentration of half-maximal effect.
SMILES,Tau fluor counter,TexasRed fluor,Tau FP inhib,TRb-SRC2 inh,ALDH1A1 inh,aGal spleen mod,Tau fibril ThT,L3MBTL1 block
CCN(CC)CCN1C(=O)C(=O)/C(=C(/O)c2ccc(OC)cc2)C1c1cccs1 (centres undefined),3%,-4%,2%,-7%,-16%,-6%,-7%,45%[activator]
O=C(Nc1cccnc1)C1CCN(S(=O)(=O)c2cccs2)CC1,4%,-1%,9%,0%,-8%,-9%,3%,9%
CCCOP(=O)(c1ccc(N(C)C)cc1)C(O)c1cc(OC)c(OC)c(OC)c1 (centres undefined),2%,2%,-1%,2%,13%,-3%,-7%,5%
Cc1ccc(CNC(=O)CSc2c(C(C)C)cnc3c2c(=O)n(C)c(=O)n3C)cc1,-4%,-1%,-4%,-5%,nt,nt,1%,nt
COC(=O)c1cc(NC(=O)Cn2ncc3c([nH]c4ccccc43)c2=O)cc(C(=O)OC)c1,5%,-19%,?,7%,nt,nt,6%,nt
COc1ccc2c(CNC3CCCC3)c(C(=O)O)n(Cc3ccccc3C)c2c1,-7%,-2%,4%,2%,nt,nt,-3%,nt
Cc1ccc(CCNC(=O)C2CCN(S(=O)(=O)c3cccc4nonc34)CC2)cc1,-8%,-2%,-5%,-11%,-1%,1%,-4%,12%
COc1cc(OC)c(OC)cc1/C=N/NC(=O)C[n+]1ccccc1,12%,-6%,6%,3%,5%,-12%,8%,7%
CCOc1ccc(-n2cc(C(=O)c3cc(Cl)ccc3O)cc(C#N)c2=O)cc1,?,2%,-12%,0%,-10%,-3%,-18%,nt
Fc1ccc(Nc2nc(Nc3ccc(F)cc3)nc(N3CCOCC3)n2)cc1,-15%,-2%,?,7%,nt,nt,2%,nt
COCCN(C(=O)/C=C/c1ccccc1)c1c(N)n(Cc2ccccc2)c(=O)[nH]c1=O,1%,1%,0%,0%,1%,-4%,-1%,7%
O=C(COC(=O)/C(=C/c1cccs1)c1cccs1)NC(c1ccccc1)c1ccccc1,-22%,-1%,-7%,2%,-10%,5%,-16%,?
O=C(Cc1nc2ccccc2[nH]1)c1ccc([N+](=O)[O-])cc1,?,-2%,?,-1%,18µM*,-3%,16µM*,-9%
O=C(NCCc1nc(-c2ccccc2)cs1)c1ccc(Br)cc1,-28%,-1%,-2%,-1%,3%,3%,?,7%
N#Cc1c(NCCO)nc(NCc2ccccc2)c2c1CCN(Cc1ccccc1)C2,-24%,0%,0%,-11%,?,-18%,?,-7%
CCC(C)n1c(=O)c2sccc2n2c(CCCC(=O)N3CCN(c4ccccc4)CC3)nnc12 (centres undefined),-7%,-2%,7%,7%,nt,nt,-5%,nt
C=CCN(CC=C)C(=S)Nc1ccc(OC)c(OC)c1,-2%,-4%,-4%,-2%,2%,-3%,-8%,10%
CC(NC(=O)CSc1nc2c(c(C(F)(F)F)n1)CCc1ccccc1-2)c1ccccc1 (centres undefined),-20%,3%,-9%,4%,-6%,3%,?,30%
CCN(CC)S(=O)(=O)c1cccc(C(=O)N[C@H](C(=O)OCC(=O)Nc2ccccc2)C(C)C)c1,-27%,1%,7%,-5%,-7%,-1%,-8%,nt
O=C(O)c1sccc1S(=O)(=O)Nc1ccccc1N1CCCCC1,-3%,-1%,4%,-10%,4%,4%,-7%,nt
O=C(O)c1ccc(Nc2nc3ccccc3c3nncn23)cc1,-2%,-1%,-4%,-1%,nt,nt,-4%,nt
CC(=O)Nc1ccc(S(=O)(=O)Nc2cccc(-c3cn4c(n3)SCC4)c2)cc1,-28%,-1%,1%,-5%,-4%,4%,-10%,nt
COC(=O)c1sccc1NC(=O)Cc1ccc(OC)cc1,-6%,-6%,-8%,4%,-6%,-3%,-1%,20%
COc1ccccc1N1CCN(c2c(CN3CCCC3)c(=O)oc3ccccc23)CC1,-7%,2%,-5%,7%,nt,nt,-12%,nt
CCOC(=O)C1(CC2CC2)CCN(Cc2ccc(OC)cc2F)CC1,13%,-8%,8%,-8%,10%,-18%,17%,47%[activator]

# Continued:
SMILES,Tau fluor counter,TexasRed fluor,Tau FP inhib,TRb-SRC2 inh,ALDH1A1 inh,aGal spleen mod,Tau fibril ThT,L3MBTL1 block
CC(C)C1C2=C(CC(C)(C)CC2=O)ON1c1ccccc1 (centres undefined),-6%,3%,1%,-5%,?,-4%,-12%,7%
CCc1nnc(NC(=O)CCN(c2ccc(C)cc2)S(=O)(=O)c2ccccc2)s1,3%,-1%[53 µM],7%,9%[53 µM],0%,-5%,-2%,-9%
O=[N+]([O-])c1ccc(CSc2nnc(SCc3ccccc3)s2)cc1,?,-1%,1%,2%,?,-2%,-18%,-1%
CC(=O)c1ccccc1NC(=O)COC(=O)c1ccccc1NC(=O)c1ccccc1,-1%,0%,5%,4%,-2%,10%,0%,8%
Cc1cccc(-n2nc3c(c2NC(=O)c2ccco2)CSC3)c1C,-3%,-1%,2%,-2%,?,-12%,-18%,-12%
CCOC(=O)c1sc(N)c(C#N)c1CSc1nc2ccc(C)cc2[nH]1,-22%,2%,1%,-3%,-13%,4%,-5%,nt
C[C@@H](C(=O)Nc1cccc(S(=O)(=O)N2CCOCC2)c1)N1C(=O)C2CC=CCC2C1=O (some centres undefined),9%,0%,1%,-8%,-3%,-2%,11%,30%
CCOC(=O)c1c(NC(C)=O)c2c3c(sc2n1Cc1nc(-c2cccc(C)c2)oc1C)CCCC3,-2%,-1%,-5%,-3%,nt,nt,-5%,nt
CCCN(CCC)C1Sc2ccc(C(=O)OC)cc2NC1=O (centres undefined),1%,-1%,8%,-8%,1%,-3%,-4%,nt
COc1ccc(OC)c(NC(=O)CCNS(=O)(=O)c2ccc3c(c2)c(=O)n(C)c(=O)n3C)c1,-10%,-2%,-2%,-3%,-5%,-10%,-5%,-27%
COc1cc(C(=O)Nc2nccs2)ccc1OCc1c(C)noc1C,0%,0%,-4%,3%,-7%,0%,-5%,-6%
CCn1c(=O)c(C(=O)CN2CCN(S(=O)(=O)c3ccccc3)CC2)c(N)n(Cc2ccccc2)c1=O,-14%,-2%,2%,-1%,-10%,-3%,-6%,7%
c1cc(N2CCCC2)ccc1C(c1nnnn1C1CCCCC1)N1CCOCC1 (centres undefined),?,3%,0%,-7%,25µM*,-14%,?,-18%
CN(C)C(=O)c1c([N+](=O)[O-])c(C(C)(C)C)nn1C,10%,0%,-1%,-4%,9%,9%,5%,4%
NC1(C(=O)O)C[C@H](C(=O)O)[C@H](C(=O)O)C1 (some centres undefined),-10%&-8%&-9%,-11%&-3%&-1%,1%&-7%&-10%,-4%&9%&7%,-2%&7%&8%,12%&1%&11%,-5%&-5%&-4%,nt
COc1ccccc1N=Cc1c(C)[nH]n(-c2ccc(C)cc2C)c1=O,7%[2.34 µM],3%,-3%[2.34 µM],4%,?,0%,-17%,-8%
O=C(NC(=S)N1CCN(c2nc(-c3ccccc3)cs2)CC1)c1cccnc1,-22%,-1%,8%,-8%,-6%,1%,?,-3%
O=C(NCCCN1CCN(c2ccc(F)cc2)CC1)c1cc2c(Cl)nc3ccccc3c2s1,?,-5%,-15%,0%,nt,nt,4%,nt
Cc1ccnc(NS(=O)(=O)c2ccc(C(C)(C)C)cc2)c1,-6%,0%,-6%,-6%,?,-3%,-9%,9%
COc1ccc(-c2nnc3ccc(SCC(=O)N4CCOCC4)nn23)cc1,-2%,-5%,-8%,-12%,-9%,7%,-11%,-11%
COc1cc(N=Cc2c(O)[nH]c3ccccc23)cc(OC)c1OC,?,-16%,?,-13%,?,9%,?,-11%
CN1CCN(c2c(F)cc3c(=O)c(C(=O)O)cn(CCF)c3c2F)CC1,-2%,-2%,7%,0%,nt,0%,-6%,nt
COc1ccc(/C=N\NC(=O)C2=NNC(=O)C2C)cc1 (centres undefined),-1%,-6%,-13%,-2%,4%,-16%,-14%,1%
Cn1c(=O)c2[nH]c(-c3ccccc3)c(O)c2n(C)c1=O,-17%,-4%,?,-18%,11µM*,-4%,?,1%
Cc1[nH][nH]c(=O)c1C(c1ccc(-c2cccc(C(=O)O)c2)o1)c1c(C)[nH][nH]c1=O,-26%,-4%,?,-22%,?,6%,14µM*,25µM*

# Looked up above.
# L3MBTL1 block result of O=[N+]([O-])c1ccc(CSc2nnc(SCc3ccccc3)s2)cc1 is entered as -1%
# TexasRed fluor result of COc1cc(N=Cc2c(O)[nH]c3ccccc23)cc(OC)c1OC is entered as -16%
# ALDH1A1 inh result of COc1cc(C(=O)Nc2nccs2)ccc1OCc1c(C)noc1C is entered as -7%
# L3MBTL1 block result of CC(C)C1C2=C(CC(C)(C)CC2=O)ON1c1ccccc1 (centres undefined) is entered as 7%

# The listing picks up; the 2 compounds before the break are reprinted first.
SMILES,Tau fluor counter,TexasRed fluor,Tau FP inhib,TRb-SRC2 inh,ALDH1A1 inh,aGal spleen mod,Tau fibril ThT,L3MBTL1 block
Cn1c(=O)c2[nH]c(-c3ccccc3)c(O)c2n(C)c1=O,-17%,-4%,?,-18%,11µM*,-4%,?,1%
Cc1[nH][nH]c(=O)c1C(c1ccc(-c2cccc(C(=O)O)c2)o1)c1c(C)[nH][nH]c1=O,-26%,-4%,?,-22%,?,6%,14µM*,25µM*
COc1cc2cc(C(c3nnnn3Cc3ccc(F)cc3)N3CCCCCC3)c(=O)[nH]c2cc1OC (centres undefined),-7%,-2%,-3%,-3%,?,?,?,nt
Cc1nc2scc(C)n2c(=O)c1S(=O)(=O)Nc1ccc(N2CCN(C(=O)C(C)C)CC2)cc1,-16%,2%,3%,3%,nt,nt,?,nt
CN(C)S(=O)(=O)Oc1ccsc1C(=O)Nc1ccc(Br)cc1,?,2%,-11%,6%,-1%,0%,-12%,44%[activator]
CN=CC1=C(O)c2ccccc2C1=O,2%,-7%,5%,-1%,-1%,-17%,2%,-3%
COc1ccc(COC(=O)N/N=C2/C[C@@H](O)[C@@H](O)[C@@H]3[C@@H]4C(=O)N([C@@H](C)c5ccccc5)C(=O)[C@H]4CC[C@@H]23)cc1,-4%[11.6 µM],2%[11.2 µM],?,4%[11.2 µM],0%[13.5 µM],-7%[17.5 µM],-6%[11.5 µM],nt
Cc1cc(NC(=O)CSc2ccc3nnc(CCNS(=O)(=O)c4ccccc4)n3n2)no1,1%,-1%,-6%,0%,-5%,-15%,4%,nt
O=C1NCCCCC1NS(=O)(=O)c1ccc(F)c(F)c1 (centres undefined),-2%,-1%,-3%,-3%,nt,2%,-8%,-6%
CC(=O)c1cc(CC=C(C)C)c(O)cc1O,-17%,-1%,-4%,1%,0%,4%,-3%,9%

# Screens from PubChem BioAssay.
